Screening results from PubChem.
RECQ1 inh = inhibitors of human RECQ1 DNA helicase; P46063; RECQ1 DNA unwinding, red fluorescence kinetic read; Potency, µM (highest dose often 57.3 µM), for the others: at the top dose activity, negative = inhibition, usual class: inhibitors; 240,000 tested, 0.54% active; AID 2549;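 also: plate controls were vehicle for no effect and no enzyme for full effect; nearly all actives have a fitted effect of over 30% in size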
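50 nM RECQ1T1 preincubated 15 min with compound in Tris pH 8.0 buffer with MgCl2, DTT, Tween-20 and 2.5 ug/ml poly(dI-dC); started with 200 nM TAMRA/BHQ-2 forked duplex and 2 mM ATP. Unwinding read as fluorescence (525/598 nm), two reads 2 h apart.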
aGlu spleen mod = inhibitors or activators of human alpha-glucosidase in spleen homogenate; P10253; human spleen homogenate, 4-MU-alpha-glucoside fluorescence; Potency, µM (highest dose often 79.9 µM), for the others: at the top dose activity change, negative = inhibition, usual class: inhibitors; 240,000 tested, 0.006% active; AID 2112;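 also: 0% = enzyme with vehicle and -100% = no enzyme basal signal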
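Compounds were titrated against alpha-glucosidase in spleen homogenate at pH 5.0, with 1 mM 4-methylumbelliferyl substrate for 40 min at 37 C. Reactions were quenched with pH 10 NaOH/glycine and fluorescence measured.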
L3MBTL1 block = blocks human L3MBTL1 | Q9Y468 | AlphaScreen L3MBTL1–H3K9me1 peptide binding | Potency, µM (top dose mostly 57.1 µM), inactives show top-dose activity, negative = inhibition, actives largely listed as inhibitors | 230,000 tested, 0.66% active; also: nearly all actives have a fitted effect of over 60% in size
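AlphaScreen proximity signal between nickel-chelate acceptor and streptavidin donor beads (final 10 ug/mL) reports binding of 50 nM L3MBTL1 to 75 nM biotin-H3 K9me1 peptide; complex incubated with compounds 30 min at room temperature; cefsulodin titration as control.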
GAA glycogen = alters human alpha-glucosidase cleavage of glycogen; P10253; recombinant GAA, glycogen substrate, Amplex Red glucose oxidase fluorescence; Potency, µM (series often up to 76.4 µM), for the others: at the top dose activity change, negative = inhibition, most hits filed as inhibitors; 300,000 tested, 0.38% active;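 also: 0% = full enzyme reaction and -100% = no-enzyme basal signal; the screen sought inhibitors and activators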
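qHTS, 1536-well; enzyme 4 nM final; cpd up to 77 uM; substrate bovine liver glycogen 30 ug; 50 mM citrate/phosphate pH 5.0, 0.01% Tween-20; 37 C, 40 min; Amplex Red detection 45 min RT; Hill fit → AC50.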
TexasRed fluor = counter-screen for TRb-SRC2 inhibitors: fluorescence interference. TRb/SRC2 Texas Red total fluorescence interference. Potency, µM (series often up to 106 µM), for inactives: top-dose fluorescence change, negative = quenching. 280,000 tested, 0.29% active; active = well fitted curve in either direction with a large enough effect; inconclusive = small, poorly fitted or top-dose-only effect
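Human TRb ligand-binding domain at 0.6 uM with 20 nM Texas Red SRC2 peptide in Tris buffer containing 1 uM T3 and 5% DMSO, incubated with compound 5 h at ambient temperature. Total fluorescence (555/632 nm) calculated as parallel + 2 × perpendicular.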
GAA inhib = alpha-glucosidase (human) inhibition; AID 1466; P10253; 200,000 tested, 0.005% active; Potency, µM (doses to about 76.9 µM), for inactives: at the highest dose activity change, negative = inhibition, actives largely listed as inhibitors; purified human GAA, 4-MU-alpha-glucoside fluorescence;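 also: plate controls were uninhibited enzyme wells for no effect and no-enzyme background for full effect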
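Fluorescence at Ex 365/Em 440 nm from 4-methylumbelliferone reported enzyme activity after 20 min at room temperature. Reactions used 4 nM enzyme and 400 uM substrate at pH 5.0; curves fitted with the Hill equation.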
RGS12 GoLoco inh = blocks human Gai1 binding to RGS12 GoLoco peptide, red readout; P63096; Gai1:RGS12 GoLoco peptide FP, rhodamine, 10 min; Potency, µM (highest dose often 61.6 µM), without a hit: at the highest dose activity, negative = inhibition, most hits filed as inhibitors; 230,000 tested, 0.44% active; AID 880; active = well fitted inhibition curve with a large enough effect, not every such curve was filed as active; inactive = no such curve, though single readings can be large or run the other way; also: nearly all actives have a fitted effect of over 30% in size; many of its hits are not listed in these tables
Target sequence (P63096 whole entry, looked up): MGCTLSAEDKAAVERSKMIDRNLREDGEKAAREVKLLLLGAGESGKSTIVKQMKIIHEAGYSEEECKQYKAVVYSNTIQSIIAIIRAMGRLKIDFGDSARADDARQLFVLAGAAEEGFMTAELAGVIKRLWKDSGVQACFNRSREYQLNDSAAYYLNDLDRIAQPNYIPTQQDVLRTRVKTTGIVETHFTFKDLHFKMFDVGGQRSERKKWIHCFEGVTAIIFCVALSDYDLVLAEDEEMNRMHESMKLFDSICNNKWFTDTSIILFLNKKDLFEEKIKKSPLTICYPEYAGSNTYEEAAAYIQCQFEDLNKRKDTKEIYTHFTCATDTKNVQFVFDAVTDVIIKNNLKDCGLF
TRb SRC2 PPI = TRbeta-SRC2 interaction inhibition | P10828 | TRbeta-SRC2 peptide binding, fluorescence polarization; receptor liganded with 1 µM T3 | Potency, µM (highest dose often 106 µM), for inactives: top-dose activity change, negative = inhibition, actives largely listed as inhibitors | 280,000 tested, 0.065% active | AID 1469;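 also: plate controls were bound peptide for no effect and peptide without receptor for full effect; nearly all actives have a fitted effect of over 50% in size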
Target sequence (P10828 whole entry, looked up): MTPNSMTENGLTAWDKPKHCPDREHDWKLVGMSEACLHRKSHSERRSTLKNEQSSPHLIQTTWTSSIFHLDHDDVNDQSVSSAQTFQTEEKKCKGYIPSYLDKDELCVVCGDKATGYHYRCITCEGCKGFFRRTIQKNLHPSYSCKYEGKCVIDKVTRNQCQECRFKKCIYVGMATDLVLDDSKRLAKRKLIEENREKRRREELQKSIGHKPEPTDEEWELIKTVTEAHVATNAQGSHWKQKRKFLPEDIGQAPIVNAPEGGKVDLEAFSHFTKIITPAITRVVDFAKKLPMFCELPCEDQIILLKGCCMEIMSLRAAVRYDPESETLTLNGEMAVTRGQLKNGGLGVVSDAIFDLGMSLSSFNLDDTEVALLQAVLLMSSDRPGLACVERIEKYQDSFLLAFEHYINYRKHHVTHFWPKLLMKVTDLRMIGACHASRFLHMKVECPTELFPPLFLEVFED
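Fluorescence polarization of 20 nM Texas Red SRC2 peptide with 0.6 uM human TRb ligand-binding domain, in Tris buffer with 1uM T3 and 5% DMSO. Incubated 5 hr ambient; normalized to unbound and bound controls.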
Starred values were filed as active, the others as inactive; i = inactive; ? = inconclusive; nt = not tested or not shown; & = joins results of further samples; [ ] = remark or other dose. Unless noted, calls follow the shape of the dose curve; as a rule, active = well fitted curve in the direction sought with a large enough effect; inconclusive = small, poorly fitted or top-dose-only effect, or another doubt; inactive = no such curve, though single readings can be large; an effect the other way counts as inactive or inconclusive. Unless noted, % is scaled to controls: 0 for no effect and ±100 for the full control effect; potency is read from the fitted curve at half-maximal effect. This is a subset; rates above refer to the full screens.

SMILES	RECQ1 inh	aGlu spleen mod	L3MBTL1 block	GAA glycogen	TexasRed fluor	GAA inhib	RGS12 GoLoco inh	TRb SRC2 PPI
Cc1nc(NNC(=O)c2ccc(Cl)cc2Cl)cc(-c2ccccc2)n1	i	-6%	nt	-21%	4%	-11%	6%	-4%
O=C(N/N=C/C=C/c1ccccc1[N+](=O)[O-])c1cccnc1	-12%	-8%	1%	-7%	-4%	10%	0%	-5%
CNC(=O)c1[nH]cnc1C(=O)N[C@@H](CCCCNC(=O)OC(C)(C)C)C(=O)OC(C)(C)C	-2%	6%	6%	-12%	-2%	nt	2%	-3%
CC(CN1C(C)CCCC1C)OC(=O)c1ccc(Cl)cc1 (stereo not drawn)	-2%	1%	13%	-2%	0%	0%	8%	2%
NC(=O)C1CCN(CC(=O)N2N=CCC2c2ccccc2)CC1 (stereo not drawn)	15%	-7%	-14%	7%	-6%	-2%	-1%	5%
O=C(c1cccc([N+](=O)[O-])c1)N1CCCN(C(=O)c2cccc([N+](=O)[O-])c2)CC1	-19%	-4%	3%	-3%	-7%	-6%	4%	0%
COc1ccc2c(c1)SCCC2=O	i	0%	nt	3%	-1%	0%	-8%	-15%
Cc1cccc(OCC(=O)O/N=C(\N)Cc2ccc([N+](=O)[O-])cc2)c1	-8%	4%	11%	28%	-3%	2%	8%	1%
CCOC(=O)CCCCCCCCCCCCC1C=CCC1 (stereo not drawn)	-7%	1%	nt	nt	-5%	nt	-2%	0%
CCC(C)(NC(=O)CNC(C)=O)C(=O)NC1CCCCC1 (stereo not drawn)	i	-6%	nt	0%	-2%	-15%	5%	3%
CCC(C)(C)NC(=O)c1ccc2c(c1)S(=O)(=O)c1ccccc1C2=O	9%	-2%	nt	-9%	1%	-5%	-11%	-6%
CC(C)OCCCNC(=O)c1c(N)n(/N=C/c2ccccn2)c2nc3ccccc3nc12	-15%	0%	-10%	3%	0%	-6%	-6%	4%
CCCCCn1c(CNC(=O)c2cccs2)nc2ccccc21	i	3%	-11%	-7%	3%	-1%	-6%	6%
CC(C)Cn1c(=O)c(-[n+]2ccccc2)c([O-])c2ccccc21	-4%	-6%	nt	2%	-7%	3%	5%	-10%
CCOC(=O)c1ccc(N/C=C/C(=O)c2ccc(OC)cc2)cc1	-4%	-10%	2%	6%	-4%	-4%	0%	-16%
CCCCC(=O)N/N=C/c1sccc1C	-1%	2%	0%	6%	1%	-3%	16%	0%
COc1ccc2c(CC(=O)Nc3nc(C)cs3)coc2c1	-1%	-3%	-9%	0%	-1%	1%	5%	0%
C[N+]1(CCC(=O)c2ccccc2)CCCCC1	-14%	1%	1%	0%	2%	-4%	-14%	-5%
O=C(NCC1CCCO1)C(c1ccncc1)N(Cc1cccs1)C(=O)Cn1nnc(-c2ccc(F)cc2)n1 (stereo not drawn)	i	0%	-2%	-7%	-6%	2%	15%	-2%
COc1cc(C(C(=O)Nc2c(C)cccc2C)N(C)C(=O)c2ccc(-n3cnnn3)cc2)ccc1O (stereo not drawn)	-10%	3%	7%	1%	-1%	nt	3%	7%
CCOP(=O)(OCC)/C(=N/OC(=O)c1ccc(OC)cc1)C(N)=O	i	1%	0%	1%	0%	nt	4.5µM*	-5%
COc1cc(N)c(Cl)cc1C(=O)OCCCN1CCCCC1	2%&-6%	2%&-6%	nt	nt	-1%&-2%	nt	13%&3%	5%&1%
CN1CCN(C(=O)c2cn(-c3ccccc3)nc2-c2cccs2)CC1	i	3%	9%	6%	-4%	3%	3%	1%
COc1ccc(S(=O)(=O)N2Cc3ccccc3CC2C(=O)Nc2ccc3c(c2)OCO3)cc1 (stereo not drawn)	-8%	-6%	-8%	0%	-3%	-8%	29%	-3%
O=C(O)CCN=C1CCc2ccccc2N1	-12%	-6%	nt	14%	-1%	-12%	4%	5%
CCOC(=O)c1ccccc1NC(=O)C(C)Oc1ccccc1 (stereo not drawn)	-3%	-10%	16%	-4%	1%	-6%	-7%	-12%
COc1ccc(-c2cc(C(F)(F)F)nc(-n3cc(Cl)cn3)n2)cc1	-2%	-5%	nt	-3%	2%	-1%	1%	-9%
CC(C)c1c(O)nc(SCc2ccccc2)[nH]c1=O	-8%	2%	-3%	3%	-3%	2%	14%	-16%
COc1ccc(C(=O)NCC(=O)NC2=NCCS2)cc1	2%	0%	4%	0%	2%	?	3%	2%
COc1cccc(-c2nnc3n2N=C(c2cccc(Br)c2)CS3)c1	12%	-15%	-2%	-5%	-2%	-5%	4%	1%
COc1cc(NC(=O)COC(C)=O)c(C)cc1[N+](=O)[O-]	-10%	-9%	4%	15%	-2%	-29%	-4%	3%
COc1ccc(Cl)cc1S(=O)(=O)N1CCN(CC(=O)C(C)(C)C)CC1	-14%	-3%	-4%	-8%	1%	2%	1%	-10%
COCCCNC(=O)C(CC(N)=O)NC(=O)OCc1ccccc1 (stereo not drawn)	-6%	5%	nt	4%	-6%	nt	5%	-7%
CCN(CC)CCNC(=O)c1cn(-c2ccccc2)nc1-c1cccs1	-9%	-6%	nt	1%	0%	5%	2%	8%
CCOC(=O)C1(Cc2ccc(OC)cc2)CCN(C(=O)c2cncs2)CC1	i	5%	5%	-6%	-1%	nt	7%	-2%
CSc1nc(N)c2c3c(sc2n1)COC(C(C)C)C3 (stereo not drawn)	-6%	-3%	nt	4%	0%	-4%	0%	1%
CCOC(=O)c1ccc2ncc(C(=O)OCC)c(NCCCN3CCOCC3)c2c1	5%	-3%	-6%	4%	0%	-5%	1%	6%
CCCN1CCN(CCCNC(=O)Cn2nc(-c3ccccc3)ccc2=O)CC1	i	-3%	-2%	0%	0%	-7%	4%	2%
Cc1ccc(Cn2nnc3c(=O)n(CC(=O)NCC4CCCO4)cnc32)cc1 (stereo not drawn)	-12%	3%	-1%	-2%	-1%	1%[15.4 µM]	3%	2%
COc1ccc(OCCSc2nc3ccccc3c(=O)[nH]2)cc1	i	7%	1%	1%	-1%	-9%	nt	6%
COc1ccc(C(=O)Nc2ccc(S(=O)(=O)Nc3cc(C)nc(C)n3)cc2)cc1	27%	1%	nt	1%	0%&-1%	nt	5%	2%&-9%
CCS(=O)(=O)NCCc1csc(C)n1	i	-12%	11%	-12%	-1%	-7%	2%	4%
Cc1cc(NC(=O)COC(=O)c2c(C)nn(-c3ccccc3)c2C)no1	i	1%	-11%	-1%	3%	-4%	10%	-13%
COC(=O)c1ccc(C(=O)OC)c(NC(=O)C2CC2)c1	-2%	1%	9%	-4%	1%	8%	10%	3%
CCCc1cc(C(=O)N/N=C/c2ccc(C)o2)c2ccccc2n1	-14%	-10%	-3%	-6%	1%	-3%	3%	-17%

Of the compounds above, these contain a furan ring, fused or not:
SMILES	RECQ1 inh	aGlu spleen mod	L3MBTL1 block	GAA glycogen	TexasRed fluor	GAA inhib	RGS12 GoLoco inh	TRb SRC2 PPI
COc1ccc2c(CC(=O)Nc3nc(C)cs3)coc2c1	-1%	-3%	-9%	0%	-1%	1%	5%	0%
CCCc1cc(C(=O)N/N=C/c2ccc(C)o2)c2ccccc2n1	-14%	-10%	-3%	-6%	1%	-3%	3%	-17%

Reformatted as labelled records: entries from further up.
> CCOC(=O)c1ccc2ncc(C(=O)OCC)c(NCCCN3CCOCC3)c2c1
  RECQ1 inh: 5%; aGlu spleen mod: -3%; L3MBTL1 block: -6%; GAA glycogen: 4%; TexasRed fluor: 0%; GAA inhib: -5%; RGS12 GoLoco inh: 1%; TRb SRC2 PPI: 6%

> CCN(CC)CCNC(=O)c1cn(-c2ccccc2)nc1-c1cccs1
  RECQ1 inh: -9%; aGlu spleen mod: -6%; L3MBTL1 block: nt; GAA glycogen: 1%; TexasRed fluor: 0%; GAA inhib: 5%; RGS12 GoLoco inh: 2%; TRb SRC2 PPI: 8%

> COCCCNC(=O)C(CC(N)=O)NC(=O)OCc1ccccc1 (stereo not drawn)
  RECQ1 inh: -6%; aGlu spleen mod: 5%; L3MBTL1 block: nt; GAA glycogen: 4%; TexasRed fluor: -6%; GAA inhib: nt; RGS12 GoLoco inh: 5%; TRb SRC2 PPI: -7%

> Cc1ccc(Cn2nnc3c(=O)n(CC(=O)NCC4CCCO4)cnc32)cc1 (stereo not drawn)
  RECQ1 inh: -12%; aGlu spleen mod: 3%; L3MBTL1 block: -1%; GAA glycogen: -2%; TexasRed fluor: -1%; GAA inhib: 1%[15.4 µM]; RGS12 GoLoco inh: 3%; TRb SRC2 PPI: 2%

Fetched by structure from the entries so far (4):
SMILES	RECQ1 inh	aGlu spleen mod	L3MBTL1 block	GAA glycogen	TexasRed fluor	GAA inhib	RGS12 GoLoco inh	TRb SRC2 PPI
CCCc1cc(C(=O)N/N=C/c2ccc(C)o2)c2ccccc2n1	-14%	-10%	-3%	-6%	1%	-3%	3%	-17%
Cc1cc(NC(=O)COC(=O)c2c(C)nn(-c3ccccc3)c2C)no1	i	1%	-11%	-1%	3%	-4%	10%	-13%
COc1ccc(OCCSc2nc3ccccc3c(=O)[nH]2)cc1	i	7%	1%	1%	-1%	-9%	nt	6%
CCOC(=O)C1(Cc2ccc(OC)cc2)CCN(C(=O)c2cncs2)CC1	i	5%	5%	-6%	-1%	nt	7%	-2%

Next section.
SMILES	RECQ1 inh	aGlu spleen mod	L3MBTL1 block	GAA glycogen	TexasRed fluor	GAA inhib	RGS12 GoLoco inh	TRb SRC2 PPI
O=C(N/N=C1/CCCc2ccccc21)C(c1ccccc1)c1ccccc1	-3%	5%	2%	-5%	-5%	3%	nt	6%
O=C(NCCCN1CCOCC1)c1cc(Cl)ccc1[N+](=O)[O-]	-3%	2%	7%	-2%	1%	4%	2%	1%
CC1(C)C=CC(=O)[C@]2(C)C1CC(=O)[C@]1(C)C2CC[C@@]2(C)C(c3ccoc3)OC(=O)C3OC321 (stereo partly drawn)	-11%	-8%	nt	nt	-1%	nt	-48%	-7%
CCC(C)NC(=O)Nc1ccccc1C (stereo not drawn)	-7%	-9%	nt	-2%	0%	-1%	11%	0%
N=c1c(S(=O)(=O)c2ccc(Cl)cc2)cc2c(=O)n3ccccc3nc2n1CCN1CCOCC1	-3%	8%	4%	2%	0%	?	5%	-3%
